Source: PubChem BioAssay
Apaf1 inhib = blocks human Apaf-1 apoptosome activity; 0.71% of 330,000 active; reconstituted apoptosome caspase-3 activity, DEVD-Rh110 fluorescence; AID 489030; O14727; inhibition, % at 20 µM; active = inhibition of at least 40% at 20 µM;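 note: plate controls were DMSO wells for no effect and DEVD-CHO caspase inhibitor wells for full effect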
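Material: reconstituted apoptosome with Apaf-1, cytochrome c, caspase-9, procaspase-3, dATP. Technique: Rh110 fluorescence intensity. Buffer or medium: pH 7.5 Hepes buffer with CHAPS, BSA, DTT. Times: 30 min plus 50 min, RT.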
EBI2 block = EBI2 (human) antagonism; EBI2 beta-arrestin recruitment, luminescence, 7a,25-OHC stimulated; inhibition, % at 5 µM; P32249; AID 651636; 0.81% of 360,000 active; in the data active = inhibition above about 38%;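 note: enzyme fragment complementation signal reports receptor beta-arrestin coupling in cells; 0% = agonist plus DMSO wells and 100% = wells without agonist; some results beyond the cut were filed as inactive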
Gli-Sufu block = blocks Gli-Sufu signaling in a luciferase reporter; Sufu-KO-LIGHT fibroblasts, Gli luciferase reporter luminescence; inhibition, % at 5 µM; 0.74% of 340,000 active; AID 588413;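 active = inhibition above about 55%, limit read from the data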;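 note: 0% = DMSO-treated cells and 100% = wells with medium but no cells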
Jurkat NFkB inh = lowers PMA/ionomycin-induced NF-kB signal in Jurkat cells; AID 435003; 0.53% of 330,000 active; PMA/ionomycin-induced NF-kB luciferase reporter, luminescence; inhibition, % at 4 µM
UBC13 inh = blocks human UBC13 polyubiquitin chain formation; TR-FRET; inhibition, % at 20 µM; 0.47% of 330,000 active; AID 485273; in the data active = inhibition above about 45%, passing the limit was not always enough
Target sequence (P61088 whole entry, looked up): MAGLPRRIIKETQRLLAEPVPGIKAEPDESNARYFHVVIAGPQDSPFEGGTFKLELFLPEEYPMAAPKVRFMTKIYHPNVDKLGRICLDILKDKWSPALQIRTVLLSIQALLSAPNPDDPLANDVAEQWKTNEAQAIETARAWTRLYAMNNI
SENP8 inh = inhibitors of human SENP8 protease. purified SENP8, Z-RLRGG-aminoluciferin cleavage, luminescence. 1.2% of 330,000 active. Q96LD8. inhibition, % at 10 µM
Target sequence (Q96LD8 whole entry, looked up): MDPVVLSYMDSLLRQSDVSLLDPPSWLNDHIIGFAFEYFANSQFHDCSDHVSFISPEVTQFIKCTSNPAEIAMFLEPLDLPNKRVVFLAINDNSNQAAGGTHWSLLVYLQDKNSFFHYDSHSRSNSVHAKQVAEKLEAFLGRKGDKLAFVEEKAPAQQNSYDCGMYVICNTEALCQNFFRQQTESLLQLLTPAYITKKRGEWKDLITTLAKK
CCR6 antagonist = blocks CCL20-driven beta-arrestin recruitment at human CCR6. inhibition, % at 20 µM. 0.49% of 340,000 active. P51684. CHO-K1 CCR6 PathHunter beta-arrestin, luminescence, CCL20-stimulated;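 active = compounds whose inhibition of the agonist-driven luminescence signal at 20 µM reaches about 50%, limit read from the data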;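 note: cells stimulated with CCL20 at 14 nM final; plate controls were DMSO with CCL20 for no effect and DMSO without agonist for full effect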
Target sequence (P51684 whole entry, looked up): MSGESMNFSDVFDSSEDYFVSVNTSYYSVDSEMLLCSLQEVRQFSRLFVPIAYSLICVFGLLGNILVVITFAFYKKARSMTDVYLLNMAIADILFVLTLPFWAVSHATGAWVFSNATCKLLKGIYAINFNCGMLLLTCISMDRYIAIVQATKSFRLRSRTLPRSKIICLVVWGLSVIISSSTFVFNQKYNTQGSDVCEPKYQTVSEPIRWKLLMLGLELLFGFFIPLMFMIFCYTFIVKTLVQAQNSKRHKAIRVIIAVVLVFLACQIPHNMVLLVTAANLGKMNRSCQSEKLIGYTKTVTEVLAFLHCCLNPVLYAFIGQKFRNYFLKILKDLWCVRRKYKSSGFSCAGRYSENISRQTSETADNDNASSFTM
697 NFkB inh = inhibitors of the PMA/ionomycin-induced NF-kB reporter in 697 B cells | 697 B-cell NF-kB luciferase reporter, 16 h | inhibition, % at 4 µM | 0.33% of 330,000 active | AID 435022; in the data active = inhibition above about 35%
Numbers without * were called inactive. Cut-off read from the data, not from the text of the source, unless noted: active = inhibition above about 50%; inactive = the rest.

Values run as follows: Apaf1 inhib	EBI2 block	Gli-Sufu block	Jurkat NFkB inh	UBC13 inh	SENP8 inh	CCR6 antagonist	697 NFkB inh
> FC(F)(F)c1cccc(Nc2ncnc3ccccc23)c1
    -1	-10	6	8	11	5	-12	-8
> Cc1csc(NC(=O)C2=NN(c3ccccc3)C(=O)CC2)n1
    -2	-4	-3	1	-4	0	-2	24
> O=C(c1ccc([N+](=O)[O-])cc1)N1CCSC1c1ccc(Br)cc1 (centres undefined)
    10	4	-1	-2	-4	2	21	-9
> Cc1ccnc(NS(=O)(=O)c2cccc3nsnc23)c1
    1	-4	-56	-2	3	-1	15	-9
> CC(C)Sc1nnc(-c2ccc(S(=O)(=O)N3CCOCC3)cc2)n1C
    -3	5	0	-2	-9	-2	-2	-2
> C=CCn1c(SCC(=O)N2CCOCC2)nc(O)c(Cc2ccccc2)c1=O
    1	1	22	13	7	-2	-12	15
> Cc1ccc(O)c(NC(=O)c2cc([N+](=O)[O-])ccc2Cl)c1
    8	-11	-18	9	-1	-9	-4	-11
> Nc1nc(SCc2ccccc2Cl)n[nH]1
    2	-3	-4	-12	6	-5	2	4
> CCOC(=O)N=Nc1c(O)n(Cc2ccccc2)c2ccccc12
    14	-9	5	-11	-10	-2	22	-36
> O=C1C=C(c2ccc(Oc3ccccc3)cc2)C[C@@H](c2ccc3c(c2)OCO3)C1
    12	15	-8	1	3	2	0	9
> C=C(C)Cc1c(C)c(C#N)c2nc3ccccc3n2c1NCCCN(C)C
    8	6	10	-17	-12	-5	16	-16
> c1ccc2c(-c3nn4nnnc4c4ccccc34)cccc2c1
    19	-7	11	-12	0	-6	9	-20
> CCCCc1c(C)c2ccc(OCC(C)=O)cc2oc1=O
    -4	-1	-83	-93	14	-11	-6	-106
> CN(C)CCN(Cc1ccccc1)S(=O)(=O)c1ccc(-c2ccc(=O)[nH]n2)s1
    9	8	48	2	-10	-6	11	13
> COc1ccc(OC)c(S(=O)(=O)Nc2c(NC3CCCCC3)c3ccccc3oc2=O)c1
    13	14	-45	18	4	-4	15	7
> CN(C)S(=O)(=O)c1cc(NC(=O)COC(=O)CC2Sc3ccccc3NC2=O)ccc1Cl (centres undefined)
    10	5	2	-11	-8	6	13	-9
> CCOc1ccc(NC(=O)COC(=O)c2ccc3ncsc3c2)cc1OCC
    -5	3	-10	11	4	-2	8	-22
> Cc1csc(NC(=O)CSc2nnc(-c3ccc(Cl)cc3)n2N)n1
    -10	0	-2	-3	3	1	12	14
> Cc1cc(SCC(=O)Nc2ccc(O)cc2)n2ncc(-c3ccccc3)c2n1
    -4	0	-10	11	13	-2	11	-69
> COc1ccc(NC(=O)NNC(=O)COc2ccc3cc(Br)ccc3c2)cc1OC
    18	35	-16	6	-18	5	-13	-7

Other results.
Values run as follows: Apaf1 inhib	EBI2 block	Gli-Sufu block	Jurkat NFkB inh	UBC13 inh	SENP8 inh	CCR6 antagonist	697 NFkB inh
> CC(=O)Nc1nnc(SCc2ccc(F)cc2)s1
    -2	9	-30	-4	4	-4	-6	-25
> CC(C)NC(=O)CN1C(=O)NC(CCc2ccccc2)C1=O (centres undefined)
    3	-6	-28	-4	-4	-1	-3	-12
> Cc1nc(-c2ccc(Cl)cc2)sc1C(=O)NN
    -12	-5	12	0	0	-6	-6	10
> CC(C)Cn1c(=O)c2ccccc2c2ccccc2c1=O
    1	4	41	-6	5	2	-6	0
> Fc1c(F)c(F)c(/C=N/NC(=S)Nc2cccnc2)c(F)c1F
    11	-3	11	1	-5	-15	-2	-6
> FC(F)(F)c1cc(NC2CCCCC2)ccn1
    -3	-4	1	-9	6	-1	-3	-28
> O=C(CCNC(=O)C1CCN(S(=O)(=O)c2ccc(F)cc2)CC1)Nc1ccccc1
    -16	18	-9	12	6	-8	9	11
> COC(=O)[C@@H]1C[C@H]2CC[C@H](O)C[C@H]2N1Cc1ccc(C(C)(C)C)cc1
    5	-6	25	16	2	2	1	11
> C[C@H](NC(=O)c1ccc(Cl)cc1)C(=O)OCn1nnc2ccccc2c1=O
    -8	-15	-10	12	6	5	-13	7
> Cc1ccc(C)c(-c2nc3cc(N)ccc3o2)c1
    4	0	12	-58	16	30	-6	-31
> Cc1ccc(C(=O)N/C(=C/c2ccccc2)C(=O)NCc2ccncc2)cc1
    -16	-8	-4	-1	-2	-6	-8	-8
> CC(C)(C)c1ccc(C(=O)c2c[nH]c(C(=O)NCCc3ccccn3)c2)cc1
    7	11	2	-6	-2	-9	5	-35
> COc1ccc(NS(=O)(=O)c2c(F)cc(F)c(Cl)c2F)cc1S(=O)(=O)N1CCCCC1
    10	-10	3	7	-10	-3	-7	4
> O=C(NN1CCOCC1)c1cc(-c2cccc(Cl)c2)nc2ccccc12
    5	5	3	5	-6	-1	0	7
> CC(Oc1cccc2cccnc12)C(=O)N/N=C/c1ccccc1 (centres undefined)
    -2	-4	20	0	0	-1	0	21
> CC(C)CC(=O)Nc1ccc(-c2nnn(CC(=O)NCc3ccco3)n2)cc1
    -15	-16	-44	-8	-4	-4	6	-35
> CCOC(=O)c1c(C)[nH]c(C(=O)OCC(=O)N(C)c2c(N)n(Cc3ccccc3)c(=O)[nH]c2=O)c1C
    0	-1	6	-13	7	0	3	-11
> CCCCCC(=O)Nc1ccc2oc(-c3ccncc3)nc2c1
    -8	-3	-3	-16	11	2	2	12
> COc1cc(-c2nnc(SCc3cccnc3)n2C)cc(OC)c1O
    -20	-6	3	3	-3	3	3	9
> CC(/C=C/c1ccc(C)o1)=C\C(=O)O
    2	-8	20	-10	-11	0	-3	14

Some of the entries so far, bar-delimited:
Compound | Apaf1 inhib | EBI2 block | Gli-Sufu block | Jurkat NFkB inh | UBC13 inh | SENP8 inh | CCR6 antagonist | 697 NFkB inh
CC(=O)Nc1nnc(SCc2ccc(F)cc2)s1 | -2 | 9 | -30 | -4 | 4 | -4 | -6 | -25
CC(C)NC(=O)CN1C(=O)NC(CCc2ccccc2)C1=O (centres undefined) | 3 | -6 | -28 | -4 | -4 | -1 | -3 | -12
Cc1nc(-c2ccc(Cl)cc2)sc1C(=O)NN | -12 | -5 | 12 | 0 | 0 | -6 | -6 | 10
CC(C)Cn1c(=O)c2ccccc2c2ccccc2c1=O | 1 | 4 | 41 | -6 | 5 | 2 | -6 | 0
Fc1c(F)c(F)c(/C=N/NC(=S)Nc2cccnc2)c(F)c1F | 11 | -3 | 11 | 1 | -5 | -15 | -2 | -6
FC(F)(F)c1cc(NC2CCCCC2)ccn1 | -3 | -4 | 1 | -9 | 6 | -1 | -3 | -28
O=C(CCNC(=O)C1CCN(S(=O)(=O)c2ccc(F)cc2)CC1)Nc1ccccc1 | -16 | 18 | -9 | 12 | 6 | -8 | 9 | 11
COC(=O)[C@@H]1C[C@H]2CC[C@H](O)C[C@H]2N1Cc1ccc(C(C)(C)C)cc1 | 5 | -6 | 25 | 16 | 2 | 2 | 1 | 11
C[C@H](NC(=O)c1ccc(Cl)cc1)C(=O)OCn1nnc2ccccc2c1=O | -8 | -15 | -10 | 12 | 6 | 5 | -13 | 7
Cc1ccc(C)c(-c2nc3cc(N)ccc3o2)c1 | 4 | 0 | 12 | -58 | 16 | 30 | -6 | -31
Cc1ccc(C(=O)N/C(=C/c2ccccc2)C(=O)NCc2ccncc2)cc1 | -16 | -8 | -4 | -1 | -2 | -6 | -8 | -8
CC(C)(C)c1ccc(C(=O)c2c[nH]c(C(=O)NCCc3ccccn3)c2)cc1 | 7 | 11 | 2 | -6 | -2 | -9 | 5 | -35
COc1ccc(NS(=O)(=O)c2c(F)cc(F)c(Cl)c2F)cc1S(=O)(=O)N1CCCCC1 | 10 | -10 | 3 | 7 | -10 | -3 | -7 | 4
O=C(NN1CCOCC1)c1cc(-c2cccc(Cl)c2)nc2ccccc12 | 5 | 5 | 3 | 5 | -6 | -1 | 0 | 7
CC(Oc1cccc2cccnc12)C(=O)N/N=C/c1ccccc1 (centres undefined) | -2 | -4 | 20 | 0 | 0 | -1 | 0 | 21
CC(C)CC(=O)Nc1ccc(-c2nnn(CC(=O)NCc3ccco3)n2)cc1 | -15 | -16 | -44 | -8 | -4 | -4 | 6 | -35

Remaining list, next part:
Values run as follows: Apaf1 inhib	EBI2 block	Gli-Sufu block	Jurkat NFkB inh	UBC13 inh	SENP8 inh	CCR6 antagonist	697 NFkB inh
> O=C(NC1CC1)C1CCN(Cc2cnn(-c3ccccc3)c2-n2cccc2)CC1
    2	2	4	4	5	2	-22	0
> Cn1c(=O)c2c(nc(NCCO)n2CCc2ccccc2)n(C)c1=O
    -11	0	15	1	1	-2	-2	-24
> C=CCSc1nnc(-c2cccc3ccccc23)o1
    -2	-14	49	0	-8	-7	4	-15
> CC(C#N)N1CCN(S(=O)(=O)c2ccc3c(c2)CCC3)CC1 (centres undefined)
    5	-1	5	7	-1	-10	15	1
> CCOC(=O)c1[nH]c2c(c1-c1ccccc1)C(=O)CC(c1ccc(Cl)cc1)C2 (centres undefined)
    -2	4	29	12	2	1	4	3
> CCN(CC)S(=O)(=O)c1cccc(-c2nnc(SCC(=O)NCCC3=CCCCC3)n2N)c1
    21	3	-4	5	2	-3	0	0
> CCCN(Cc1ccccc1)C(=S)Nc1ccc(OCC)cc1
    -20	29	0	-33	10	6	13	-20
> C/C(=N\NC(N)=S)C1(C)CC2(CC(C)(C)OC2=O)C(=O)O1 (centres undefined)
    2	3	0	-28	2	-2	3	10
> COc1ccccc1-n1ccnc(SCC(=O)NC2CCCCC2)c1=O
    6	-2	30	-17	-6	1	15	-2
> COc1ccc(N(Cc2cc3cccc(C)c3[nH]c2=O)S(=O)(=O)c2ccc(Cl)cc2)cc1
    14	10	4	10	3	-2	11	0
> Cc1ccccc1CN(C)CCc1ccccn1
    0	2	5	-8	-9	-1	13	-1
> CN1CCN(CCCNC(=O)CCN2C(=O)COc3ccccc32)CC1
    -4	4	-13	4	10	-4	6	12

An excerpt; count on the stated rates, not on these rows.
